VHR inh abs: VHR1 phosphatase inhibitors, primary screen, biochemical, absorbance, uHTS; Dual specificity protein phosphatase 3 (Homo sapiens), P51452; recombinant VHR phosphatase, pNPP absorbance; inhibition, % at 13.3 µM; actives 0.52% (n = 290,000); AID 1654, 2009; in the data active = inhibition above about 50%; also: some compounds called inactive have numbers as strong as hits
Target sequence (P51452 whole entry, looked up): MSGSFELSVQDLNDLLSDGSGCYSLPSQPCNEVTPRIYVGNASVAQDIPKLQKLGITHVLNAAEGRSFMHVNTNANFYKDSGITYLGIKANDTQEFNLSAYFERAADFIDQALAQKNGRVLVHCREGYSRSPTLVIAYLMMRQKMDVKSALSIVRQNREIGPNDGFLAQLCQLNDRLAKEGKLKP
SSB-PriA inh: inhibitors of Klebsiella pneumoniae PriA binding to SSB C-terminal tail, primary screen, biochemical, AlphaScreen; PriA–SSB C-terminal tail interaction (Klebsiella pneumoniae); AlphaScreen SSBct-PriA binding, biotinylated peptide; inhibition, % at 33 µM; actives 0.6% (n = 430,000); AID 1272365, 2023; in the data active = inhibition mostly above about 37%, no sharp cut-off; inactive = mostly below about 20%;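 also: plate controls were negative control peptide for no effect and reference peptide for full effect; strong numbers were not always called active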
Mtb FBA inh: Mtb FBA enzyme inhibitors, primary screen, biochemical, fluorescence, strain H37Rv | Fructose-bisphosphate aldolase (Mycobacterium tuberculosis (strain ATCC 25618 / H37Rv)), … | purified M. tuberculosis FBA, fluorescence read-out | inhibition, % at 1 µM | actives 2.3% (n = 360,000) | AID 588726, 2011; in the data active = inhibition above about 27%;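 also: 0% = vehicle and 100% = reference inhibitor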
Target sequence (P9WQA3 whole entry, looked up): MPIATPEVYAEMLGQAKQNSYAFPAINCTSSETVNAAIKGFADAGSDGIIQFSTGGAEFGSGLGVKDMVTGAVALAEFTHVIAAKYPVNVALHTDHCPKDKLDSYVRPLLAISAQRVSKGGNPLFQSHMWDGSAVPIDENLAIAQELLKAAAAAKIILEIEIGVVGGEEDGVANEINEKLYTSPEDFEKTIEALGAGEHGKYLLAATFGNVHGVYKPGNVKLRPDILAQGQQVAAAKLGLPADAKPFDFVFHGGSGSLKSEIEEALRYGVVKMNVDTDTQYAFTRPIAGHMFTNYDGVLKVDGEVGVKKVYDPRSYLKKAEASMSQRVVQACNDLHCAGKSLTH
BH1578 lux ind: inducers of Vibrio cholerae quorum light production without autoinducers, primary screen, BH1578 luxS cqsA deficient, single point. V. cholerae BH1578 lux reporter, luminescence, 6 h. actives 0.16% (n = 350,000). AID 588436, 2011. activation, % at 18.7 µM; in the data active = activation mostly above about 9.7%, no sharp cut-off; also: not every result past the cut was called active; inactives centre near 0; reference of the scale not given here
3CLpro inhibitor: SARS-CoV 3CLpro protease inhibitors, primary screen, biochemical, quenched FRET | recombinant SARS-CoV 3CLpro, quenched FRET peptide cleavage | actives 0.14% (n = 290,000) | Replicase polyprotein 1ab (Severe acute respiratory syndrome coronavirus), P0C6X7 | inhibition, % at 6 µM; in the data active = inhibition above about 12%
Mtb BioA inh: M. tuberculosis BioA enzyme inhibitors, primary screen, biochemical, plate reader, single point, HTS; actives 0.096% (n = 360,000); purified M. tuberculosis BioA enzyme; inhibition, % at 9.99 µM; 7,8-diaminopelargonic acid synthase BioA (Mycobacterium tuberculosis); in the data active = inhibition above about 40%
GDH-TPI counter: GDH-TPI coupling enzyme inhibitors, primary screen, artefact control for M. tuberculosis FBA inhibitor project, biochemical, absorbance, full deck | GDH-TPI coupled enzyme counterscreen, NADH absorbance | inhibition, % at 4.8 µM | actives 1.2% (n = 360,000); in the data active = inhibition above about 30%;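 also: 0% = DMSO wells and 100% = wells lacking the enzyme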
UGM FP inh: M. tuberculosis UGM enzyme inhibitors, primary screen, biochemical, fluorescence polarization, single point | inhibition, % at 10 µM | UDP-galactopyranose mutase (Mycobacterium tuberculosis (strain ATCC 25618 / H37Rv)), … | purified UGM, fluorescence polarization probe displacement | actives 0.06% (n = 320,000); in the data active = inhibition above about 10%, passing the limit was not always enough
Rv3671c protease: Rv3671c serine protease inhibitors, primary screen, biochemical, fluorescence polarization, M. tuberculosis H37Rv | inhibition, % at 5.96 µM | actives 0.048% (n = 320,000) | AID 2606, 2010; in the data active = inhibition above about 38%;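 also: extracellular domain of Rv3671c used as enzyme; 0% = enzyme with DMSO and 100% = no enzyme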
MazEF act: activators of E. coli MazEF toxin-antitoxin RNase, primary screen, biochemical, fluorescence, uHTS; Endoribonuclease toxin MazF (Escherichia coli (strain K12)), P0AE70; FAM/BHQ RNA-DNA oligo cleavage fluorescence, 5 h; activation, % at 20 µM; actives 0.32% (n = 350,000); AID 504720, 2011; in the data active = activation above about 50%
Target sequence (P0AE70 whole entry, looked up): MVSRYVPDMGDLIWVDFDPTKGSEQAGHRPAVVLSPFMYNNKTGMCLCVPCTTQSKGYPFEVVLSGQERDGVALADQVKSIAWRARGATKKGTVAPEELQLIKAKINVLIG
* hit, by the source's call; i = inactive; . = no result given.

SMILES | VHR inh abs | SSB-PriA inh | Mtb FBA inh | BH1578 lux ind | 3CLpro inhibitor | Mtb BioA inh | GDH-TPI counter | UGM FP inh | Rv3671c protease | MazEF act
Cc1cc(C)c2[nH]c(=O)c(CN(CC3CCCO3)C(=S)Nc3ccccc3)cc2c1 (configuration not stated) | 2 | -13 | 4 | i | 1 | . | -5 | -2.6 | -9 | 23
CC(C)COc1ccc(C(=O)Nc2ccc(SC(F)F)cc2)cc1 | 11 | -12 | 0 | i | 4 | . | 1 | 0.0 | -3 | 0
C/C(=N/NC(=O)c1cccs1)c1ccc(N2CCOCC2)cc1 | 4 | . | -1 | -0.6 | -2 | -0.7 | 28 | -1.3 | 1 | 4
CCOC(=O)c1sc(-c2ccccc2)nc1C | -3 | -10 | 0 | i | -1 | . | 8 | 0.1 | 6 | -6
O=C(Nc1ccc(SC(F)F)cc1)c1ccccc1F | 2 | -17 | 0 | -0.5 | 0 | . | -6 | -2.2 | 1 | -1
Cc1ccc(O)c(CNc2cnc3ccccc3c2)c1 | 23 | 16 | 20 | -0.7 | 1 | 0.9 | 15 | -1.5 | 3 | -37
CS(=O)(=O)N(CC(=O)N1CCOCC1)c1cccc(F)c1 | 18 | -9 | 2 | i | 0 | -3.4 | 3 | -1.0 | 9 | 7
Cc1cc(C)n2nc(N)c(N=Nc3cccc(Cl)c3)c2n1 | -2 | 4 | -8 | i | -3 | . | 3 | -2.4 | -1 | 12
CC(C)CCNC(=O)Cc1c(C(=O)O)[nH]c2ccc(Cl)cc12 | -20 | -7 | -2 | i | 3 | -3.9 | 5 | 1.5 | -1 | 14
COC(=O)c1[nH]c2ccc(C)cc2c1NC(=O)c1ccccc1[N+](=O)[O-] | -10 | -5 | 2 | -0.3 | 4 | . | -2 | -1.6 | -9 | 5
Cc1ccc(S(=O)(=O)N2CCN(Cc3nnc(-c4c(-c5ccccc5)noc4C)o3)CC2)cc1 | . | -7 | 0 | -0.9 | . | 1.1 | 1 | 1.7 | 0 | -8
COc1c2ccc(C(=O)NCc3cc(C(F)(F)F)cc(C(F)(F)F)c3)cc2nn1C | 2 | -16 | 46* | -0.3 | 2 | -2.5 | 0 | -5.1 | 3 | -2
COCCn1nnnc1C(C(C)C)N1CCC(Cc2ccccc2)CC1 (configuration not stated) | -17 | -6 | 2 | i | -2 | . | 11 | -3.3 | -6 | -8
COc1ccccc1C1=Nn2c(nnc2C2CCCCC2)SC1 | 13 | -1 | 1 | -0.6 | 2 | 2.1 | 5 | -1.4 | -6 | 1
O=C(Cn1nc(-c2ccccc2)ccc1=O)N1CCOCC1 | . | -7 | 1 | 0.0 | 1 | -1.1 | 9 | -1.4 | 4 | 1
COc1ccc(Nc2nc(NCc3cccs3)nc3ccsc23)cc1OC | . | . | 0 | -0.6 | . | 1.6 | 10 | . | . | .
CCOc1cc(CNCCSc2nnnn2C)cc(Br)c1OCc1ccccc1F | 8 | -6 | 2 | i | 0 | -0.4 | 8 | -2.4 | -4 | -1
CCOC(=O)N1CCN(C(=O)C2CCN(C(=O)Nc3ccccc3)CC2)CC1 | . | -10 | -1 | -0.7 | . | . | 5 | -0.7 | -2 | 14
CN1CCN(S(=O)(=O)c2ccc(F)cc2)CC1 | . | . | 0 | 0.5 | . | 0.5 | -8 | . | . | -3
CCOC(=O)CN(C(=O)Cn1nnc2ccccc21)C(C(=O)NCCOC)c1ccccc1 (configuration not stated) | 9 | -3 | 0 | i | 5 | 2.4 | -9 | 2.2 | -8 | 5
COc1ccc(C(=O)NNC(=O)c2ccc(C)cc2)cc1S(=O)(=O)N1CCCC1 | 20 | 0 | -1 | -0.2 | -2 | -1.0 | -2 | 1.0 | 6 | 2
CCOC(=O)N1CCN(C(=O)CCc2ccccc2)CC1 | 26 | -2 | 2 | i | 2 | 6.3 | 5 | -0.7 | -3 | 6
CCc1nn2c(=O)cc(COC(=O)c3cc(Cl)c(OC)c(OC)c3)nc2s1 | . | -10 | 0 | i | . | 0.4 | -2 | -6.6 | 0 | 10
CC(=O)c1c(C)[nH]c(C(=O)OCC(=O)N(Cc2ccccc2)C(C)(C)C)c1C | . | 1 | -2 | -0.2 | . | 4.0 | 12 | . | . | 3
COc1cccc(OC)c1C(=O)NC(=S)N1CCCCC1c1cccnc1 (configuration not stated) | 17 | -1 | 0 | -0.4 | 5 | 0.2 | 1 | -0.2 | -4 | 7
CN(C)S(=O)(=O)c1cc(NC2CC(=O)N(c3ccc(F)cc3)C2=O)ccc1Cl (configuration not stated) | -7 | 1 | -1 | -0.3 | 6 | . | -4 | -2.3 | 7 | 4
CCN(CC(=O)Nc1cc(Cl)ccc1C)C(=O)c1ccc(=O)n(Cc2ccccc2)n1 | 23 | -18 | 2 | -1.0 | -2 | 1.1 | 5 | 0.7 | 3 | 2
COc1ccc(OC)c(S(=O)(=O)NCC(c2ccc(F)cc2)N2CCN(C)CC2)c1 (configuration not stated) | . | -6 | 0 | i | . | . | 2 | 1.1 | -2 | -2
CC1=NN(c2ccc(C)cc2)C(=O)/C1=C\C=C\c1ccccc1 | 27 | -1 | -2 | -0.2 | -2 | . | 1 | 1.1 | -4 | 2
COc1ccc(CNN2CCCCC2C(=O)Nc2ccc(OC)c(OCC(C)C)c2)cc1OC (configuration not stated) | 1 | 4 | -1 | -0.5 | -2 | . | -1 | -1.4 | 3 | 9
COCCN1C(=O)C(=O)/C(=C(/O)c2ccc(S(=O)(=O)N3CCOCC3)cc2)C1c1cccc(Cl)c1 (configuration not stated) | -7 | . | 1 | -2.3 | -4 | . | 9 | 4.9 | -6 | 3
CSCCC(NS(=O)(=O)c1ccc(C)cc1)C(=O)Nc1ccc(C)cn1 (configuration not stated) | . | -5 | 3 | i | . | -1.0 | 5 | 4.3 | 2 | 0
COC(=O)C1=C(c2ccc(OC)c(OC)c2)C[C@@H]2CC[C@H]1N2C(=O)NCCOc1ccccc1Cl | . | 2 | -4 | i | . | 0.4 | 4 | -0.2 | 6 | 5
CCn1c(=S)sc2c(=O)n(CC(=O)Nc3cccc(Cl)c3)c(C)nc21 | 21 | 3 | -3 | -0.3 | 9 | -0.8 | 10 | -0.8 | -3 | 11
COC(=O)c1cc(S(=O)(=O)Nc2ccc(C)c(F)c2)c[nH]1 | -18 | -11 | 0 | . | 3 | 2.6 | 15 | -0.5 | -13 | 5
CN(C)S(=O)(=O)n1cc(/C=C(\NC(=O)c2ccccc2)C(=O)NCCN2CCOCC2)c2ccccc21 | -14 | 10 | -1 | i | 4 | -0.4 | 11 | 4.9 | 5 | -11
Cc1ccccc1OCC(O)COc1ccccc1C | . | -30 | -2 | i | . | 1.8 | 7 | . | . | -3
Cc1cc2c(cc1S(=O)(=O)NCc1ccccc1)NC(=O)CO2 | . | -14 | 0 | -0.2 | . | -0.1 | 10 | . | 7 | 1
COc1ccc(CNS(=O)(=O)c2c(C(=O)N3CCCCCC3)c(C)n(C)c2C)cc1 | -6 | 15 | 1 | -0.2 | -5 | -1.7 | -4 | -2.8 | 10 | 9
O/N=C/c1cc(Cl)ccc1OCc1ccccc1Cl | 28 | . | 7 | i | 4 | 1.2 | 2 | -1.1 | -13 | 12
Nc1cc(=O)[nH]c(SCC(=O)Nc2ccccc2Sc2ccccc2)n1 | 8 | -7 | 3 | -0.4 | -2 | 0.6 | 5 | -1.5 | -2 | 14
CCc1cccc(NC(=O)C2CCCN(S(=O)(=O)c3c(C)[nH]c(=O)[nH]c3=O)C2)c1 (configuration not stated) | -7 | -9 | 1 | -0.5 | 4 | . | 1 | -0.5 | 5 | 12
O=C(Cn1cc(C(=O)C2CC2)c2ccccc21)Nc1ccc(F)cc1 | 2 | -3 | 0 | -0.5 | -1 | -5.1 | -7 | -1.6 | -3 | 14
CC(NC(=O)C(C)N1C(=O)c2ccccc2C1=O)c1ccccc1 (configuration not stated) | 16 | -1 | 3 | -0.3 | -3 | -3.8 | 5 | -0.8 | -2 | 4
CC(C)c1csc(CN2CCC(n3nccc3NC(=O)Cc3ccccc3)CC2)n1 | -3 | -3 | 4 | 0.2 | -4 | 0.7 | 3 | -3.4 | -8 | 0
CC1(C(=O)Nc2ccc3[nH]ncc3c2)CCN1C(=O)C/C=C/c1ccccc1 (configuration not stated) | . | . | 1 | i | . | -0.3 | 3 | . | . | .
CC1C(=O)N2CCCc3cc(NC(=O)COc4ccccc4)cc1c32 (configuration not stated) | . | -8 | -1 | -0.4 | . | -0.1 | 10 | 0.4 | 8 | -2
O=C1N=c2ccccc2=C1c1sc(NS(=O)(=O)Cc2ccccc2)nc1O | 15 | -4 | 0 | i | 6 | -1.3 | 13 | 5.9 | -22 | -4

These rows are one share of the data; rates above refer to the full screens.
